RECQ1 helicase – qHTS Assay for Inhibitors of RecQ-Like Dna Helicase 1 (RECQ1) | ATP-dependent DNA helicase Q1 (Homo sapiens), P46063 | RECQ1 DNA unwinding, red fluorescence kinetic read | Potency, µM (highest dose often 57.3 µM), without a hit: top-dose activity, negative = inhibition, actives largely listed as inhibitors | hit rate 0.54% among 240,000 | AID 2549, 2010;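 further: plate controls were vehicle for no effect and no enzyme for full effect; nearly all actives have a fitted effect of over 30% in size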
Target sequence (P46063 whole entry, looked up): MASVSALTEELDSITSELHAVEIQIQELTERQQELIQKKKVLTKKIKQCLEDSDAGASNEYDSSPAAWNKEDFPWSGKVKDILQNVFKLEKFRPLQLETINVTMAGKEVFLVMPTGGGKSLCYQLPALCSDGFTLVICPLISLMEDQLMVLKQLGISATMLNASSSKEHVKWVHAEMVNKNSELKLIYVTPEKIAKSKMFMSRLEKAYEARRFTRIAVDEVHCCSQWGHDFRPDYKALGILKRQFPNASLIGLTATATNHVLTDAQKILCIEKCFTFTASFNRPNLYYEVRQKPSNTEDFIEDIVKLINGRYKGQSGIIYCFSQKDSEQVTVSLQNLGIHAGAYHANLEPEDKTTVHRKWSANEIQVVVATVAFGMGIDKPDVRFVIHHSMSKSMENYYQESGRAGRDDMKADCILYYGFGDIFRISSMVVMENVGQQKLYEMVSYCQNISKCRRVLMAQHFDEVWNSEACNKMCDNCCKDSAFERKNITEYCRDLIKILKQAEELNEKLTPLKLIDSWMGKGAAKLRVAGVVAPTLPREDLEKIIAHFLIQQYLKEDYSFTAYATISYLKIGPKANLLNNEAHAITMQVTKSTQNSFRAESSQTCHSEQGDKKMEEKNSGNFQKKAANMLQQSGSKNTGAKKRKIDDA
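RECQ1T1 50 nM; forked duplex (20 bp + 30-nt ss tails) 200 nM, ATP 2 mM final; pH 8.0, 2 mM MgCl2, 2.5 ug/ml poly(dI-dC); 15 min compound preincubation; discontinuous kinetic read over 2 h at RT.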
ALDH1A1 inh – qHTS Assay for Inhibitors of Aldehyde Dehydrogenase 1 (ALDH1A1). AID 1030, 2008. Potency, µM (top dose mostly 75.3 µM), for the others: at the top dose activity, negative = inhibition, actives largely listed as inhibitors. hit rate 7.3% among 220,000. Purified ALDH1A1, NADH fluorescence, propionaldehyde substrate; active means well fitted inhibition curve with a large enough effect, not every such curve was filed as active; inconclusive means small, poorly fitted or top-dose-only effect, or another doubt; inactive means no such curve, though single readings can be large or run the other way;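 further: plate controls were no enzyme wells and a reference inhibitor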
GoLoco inh red – qHTS Assay for Inhibitors of RGS12 GoLoco Motif Activity (Red Fluorophore); Gai1:RGS12 GoLoco peptide FP, rhodamine, 10 min; Potency, µM (titrated, usually from 61.6 µM), for the others: at the top dose activity, negative = inhibition, actives largely listed as inhibitors; hit rate 0.44% among 230,000; AID 880, 2007; active means well fitted inhibition curve with a large enough effect, not every such curve was filed as active; inactive means no such curve, though single readings can be large or run the other way; further: on the % scale 0 is the no-effect control and ±100 the full control effect; nearly all actives have a fitted effect of over 30% in size; many of its hits are not listed in these tables
KDM4E inh – qHTS Assay for Inhibitors of Human Jumonji Domain Containing 2E (JMJD2E); hit rate 1.6% among 230,000; Potency, µM (doses to about 57.1 µM), for the others: at the highest dose activity change, negative = inhibition, hits mostly inhibitors; JMJD2E catalytic domain, FDH-coupled NADH fluorescence (FDH is formaldehyde dehydrogenase); active means well fitted inhibition curve with a large enough effect, not every such curve was filed as active; inconclusive means small, poorly fitted or top-dose-only effect, or another doubt; inactive means no such curve, though single readings can be large or run the other way;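 further: 0% = wells with enzyme and -100% = buffer wells without enzyme; nearly all actives have a fitted effect of over 50% in size; many of its hits are not listed in these tables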
TexasRed fluor – Total Fluorescence Counterscreen for Inhibitors of the Interaction of Thyroid Hormone Receptor and Steroid Receptor Coregulator 2; hit rate 0.29% among 280,000; TRb/SRC2 Texas Red total fluorescence interference; AID 1479, 2009; Potency, µM (doses to about 106 µM), for the others: at the top dose fluorescence change, negative = quenching; active means well fitted curve in either direction with a large enough effect; inconclusive means small, poorly fitted or top-dose-only effect; further: on the % scale 0 is the no-effect control and ±100 the full control effect
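Human TRβ ligand-binding domain (0.6 uM) and Texas Red SRC2 peptide (20 nM) in Tris buffer with 1 uM T3 and 5% DMSO were incubated with pinned compound for 5 hr at ambient temperature. Total fluorescence was computed as S + 2P (555/632 nm).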
TRb-SRC2 inh – qHTS for Inhibitors of the Interaction of Thyroid Hormone Receptor and Steroid Receptor Coregulator 2. AID 1469, 2008. Thyroid hormone receptor beta (Homo sapiens), P10828. Potency, µM (top dose mostly 106 µM), for inactives: at the highest dose activity change, negative = inhibition, most hits filed as inhibitors. hit rate 0.065% among 280,000. TRbeta-SRC2 peptide binding, fluorescence polarization; receptor liganded with 1 µM T3;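 further: plate controls were bound peptide for no effect and peptide without receptor for full effect; nearly all actives have a fitted effect of over 50% in size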
Target sequence (P10828 whole entry, looked up): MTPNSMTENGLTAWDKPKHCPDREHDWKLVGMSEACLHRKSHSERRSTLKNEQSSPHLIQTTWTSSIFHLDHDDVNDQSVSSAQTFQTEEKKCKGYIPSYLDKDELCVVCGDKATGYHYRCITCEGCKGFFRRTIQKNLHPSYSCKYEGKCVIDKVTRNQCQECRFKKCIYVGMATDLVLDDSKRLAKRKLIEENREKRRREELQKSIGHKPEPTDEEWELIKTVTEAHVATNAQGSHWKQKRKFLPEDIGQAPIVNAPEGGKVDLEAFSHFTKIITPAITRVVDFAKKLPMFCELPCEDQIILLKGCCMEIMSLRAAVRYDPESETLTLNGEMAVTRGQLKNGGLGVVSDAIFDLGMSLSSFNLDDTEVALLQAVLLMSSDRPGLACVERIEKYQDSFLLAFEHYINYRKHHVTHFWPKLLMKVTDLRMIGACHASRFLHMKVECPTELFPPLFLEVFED
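Fluorescence polarization of 20 nM Texas Red SRC2 peptide (20-aa NR interaction domain) bound to 0.6 uM human TRb ligand-binding domain, with 1 uM T3, after 5 hr at ambient temperature; inhibition seen as decreased polarization.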
SMN2 splice up – qHTS Assay for Enhancers of SMN2 Splice Variant Expression. HEK293 SMN2-luciferase splicing reporter, luminescence, 30-36 h. hit rate 2.8% among 210,000. AID 1458, 2008. Potency, µM (highest dose often 46.1 µM), for the others: top-dose activity change, positive = activation, most hits filed as activators; further: % of control where 0% means no effect; nearly all actives have a fitted effect of over 55% in size
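HEK293 cells carry an SMN2 minigene-luciferase reporter in which exon 7 inclusion puts luciferase in frame. Cells were seeded at 2000 cells/well, attached for 10-12 hours, then exposed to compounds for 30-36 hours at 37C before ONE-Glo luminescence.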
Lamin A splicing – qHTS Assay for Modulators of Lamin A Splicing; Potency, µM (highest dose often 46.1 µM), for the others: at the highest dose ratio change, negative = inhibition, hits mostly inhibitors; AID 1487, 2009; HeLa LMNA splicing GFP/RFP minigene ratio, 48 h; hit rate 0.01% among 200,000; active means well fitted inhibition curve with a large enough effect in the signal ratio, with a control signal flat, not every such curve was filed as active; inconclusive means small, poorly fitted or top-dose-only effect, or effect the other way, or a change in a side signal; the % refers to the signal ratio; further: on the % scale 0 is the no-effect control and ±100 the full control effect
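S3 HeLa stable clones carrying a lamin A-EGFP splicing minigene plus DsRed2 were seeded at 600 cells/well in Opti-MEM with 2% FBS, pin-dosed and incubated 48 h at 37°C. Acumen cytometry (488 nm) gave the GFP/RFP total-intensity ratio.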
Numbers without * were called inactive; i = inactive; u = inconclusive; x = not tested or not shown; & = joins results of further samples; [ ] = dose if it differs, or a comment. Unless noted, the call rests on the fitted dose curve; in most records, active means well fitted curve in the direction sought with a large enough effect; inconclusive means small, poorly fitted or top-dose-only effect, or another doubt; inactive means no such curve, though single readings can be large; an effect the other way counts as inactive or inconclusive. Potency means the concentration at half of the fitted maximal effect. A portion of the library; rates above refer to the full screens.

SMILES | RECQ1 helicase | ALDH1A1 inh | GoLoco inh red | KDM4E inh | TexasRed fluor | TRb-SRC2 inh | SMN2 splice up | Lamin A splicing
Cn1c(SCC(=O)N2CCOCC2)nnc1-c1ccc(Cl)cc1Cl | i | 3% | 4% | 3% | 3% | 1% | 8% | 11%
O=C(CCc1ccccc1)N1CCN(c2ccc(F)cc2)CC1 | i | -4% | 5% | -5% | -1% | 1% | -3% | 21%[46 µM]
COc1ccc(/C=N/NC(=O)c2cccc(Br)c2)cc1Cn1cc(Cl)cn1 | -2% | 267%[activator] | 11% | x | -3% | 2% | -29% | 7%
CCCCCCOc1ccc(C(CC(N)=O)C(=O)O)cc1 (configuration not stated) | 0% | 0% | 9% | -3% | 0% | -11% | x | u
O=C(CSc1cccc[n+]1[O-])Nc1cccc(S(=O)(=O)NC2=NCCCCC2)c1 | -7% | -3% | 9% | -6% | 2% | -3% | 14% | 3%[46 µM]
COc1cccc(NC(=O)c2ccncc2)c1 | 0% | 9% | 1% | 4% | -1% | -2% | -2% | u
COc1cc(-c2cn(S(=O)(=O)c3cccc4nsnc34)nc2N)cc(OC)c1OC | i | -3% | 6% | -10% | -2% | -5% | -17% | -2%
Cc1cc(C(=O)OCC(=O)N2CC(C)CC(C)C2)c(C)o1 (configuration not stated) | -7% | 14µM* | 1% | 1% | 3% | -6% | -4% | 3%
O=C(/C=C/c1ccc(Cl)c([N+](=O)[O-])c1)c1ccc(O)cc1 | u | x | 6% | -2% | -4% | -4% | x | x
CCOC(=O)Cc1csc(NC(=O)CN(C)S(=O)(=O)c2ccc3c(c2)CCC(=O)N3)n1 | 0% | -4% | 16% | 3% | -3% | -9% | -20% | -12%
Cc1cccc(NC(=O)CN2C(=O)CNC2=O)c1 | i | 14% | 10% | 5% | -1% | 0% | -3% | 12%
COc1ccccc1CN1C(=O)c2ccncc2C1=O | -7% | 5% | 4% | 4% | -2% | -10% | -16% | 8%
Cc1c(N2C(=O)/C(=C/c3ccccc3)SC2=S)c(=O)n(-c2ccccc2)n1C | -1% | 4% | 8% | 1% | -1% | -10% | -16% | 5%[0.0737 µM]
COc1ccc(/C=C2\SC(=O)N(CCNC(=O)C3CC4C=CC3C4)C2=O)cc1 (configuration not stated) | i | -10% | 4% | -16% | -3% | -4% | 25µM* | -11%[46 µM]
O=C(NCc1ccc2c(c1)OCO2)c1c(F)c(F)c(F)c(F)c1F | u | 9% | 2% | 14% | -4% | 8% | 14% | 6%
CCOC(=O)c1c(NC(=O)C2CC=CCC2C(=O)O)sc(C)c1CC (configuration not stated) | -5% | -1% | 14% | -1% | -2%[53 µM] | -3%[53 µM] | x | x
Nc1nc(=S)c2ncn(C3CCCC3)c2[nH]1 | -2% | u | -9% | -2% | -1% | 1% | x | 8%[46 µM]
COc1ccc(N=Cc2ccc(-c3ccccc3)o2)cc1 | -7% | 3.2µM* | -3% | -23% | 0% | 10% | x | 16%[46 µM]
COC(=O)C/C=C\[C@@H](C)[C@@H](/C=N\O[C@@H](C)c1cn([C@H](CO)Cc2ccccc2)nn1)OC | i[11.5 µM] | 2%&18%[13.5 µM] | x | x | -2%&2%[11.2 µM] | 1%&5%[11.2 µM] | x | x
O=C(O)/C=C/c1cccc(OCc2ccccc2)c1 | 15% | u | 6% | u | -1% | 6% | -7% | u
O=C(NCCc1ccccc1)c1ccc(Br)o1 | 11% | u | 1% | -2% | 0% | -5% | 28% | 13%
COc1ccc(Cc2[nH]n3c(=O)c(Cl)c(C)nc3c2-c2ccccc2)cc1 | i | u | 11% | -1% | 0% | 5% | -67%[inhibitor] | x
N/C(Cc1ccc(Cl)cc1)=N\OC(=O)c1ccc2ccccc2c1 | -1% | 17% | -7% | 2% | -2% | -10% | -16% | 27%
COc1ccc(/C=N/n2c(SC)nnc(C(C)(C)C)c2=O)cc1 | -6% | -4% | 2% | 4% | -6% | -6% | 0% | 1%
O=C(CSCC(=O)N1CCN(c2ccccc2)CC1)Nc1nc(-c2ccc(Cl)s2)cs1 | i | u | 3% | -3% | 1% | -23% | -27% | u
COc1cccc2cc(C(=O)N(C)C3CCN(C)CC3)c(=O)oc12 | 0% | 6% | 3% | -18% | 2% | 5% | -8% | 8%
CCCCC/C=C/C=C/C=O | -2% | u | -2% | x | -1%[201 µM] | -2%[201 µM] | 12% | x
Cc1ccc(S(=O)(=O)NCc2n[nH]c(=S)n2C)cc1 | -13% | 6% | 6% | -1% | -1% | -4% | 11% | -4%
COC(=O)C1NN=C(C(=O)c2ccc(Br)cc2)C1c1cccc(Br)c1 (configuration not stated) | -12% | u | 9% | -8% | -1% | -2% | -19% | u
CCOC(=O)c1cnc2c(C)cccc2c1Nc1cccc(C(=O)O)c1 | -3% | x | 0% | 5% | -4% | 3% | x | x
COCCOC(=O)C1=C(N)OC2=C(C(=O)CCC2)C1c1cccnc1 (configuration not stated) | 1% | 19% | 6% | -10% | -2% | 9% | -1% | u
O=C(Cn1nnc(-c2ccc(Cl)cc2)n1)NC1CCN(Cc2ccccc2)CC1 | -11% | 0% | 11% | -4% | 0% | -6% | -9% | u
O=C(CSc1nnc(SCc2ccccc2Cl)s1)N/N=C/c1c[nH]c2ccccc12 | -5% | -6% | 7% | 2% | 0% | -13% | -34%[inhibitor] | -6%
COCCCNC(=O)/C(C#N)=c1\s/c(=C\c2ccccc2OC(F)F)c(=O)n1CCCOC | 3% | -9% | -39% | -2% | 10% | -9% | 30% | 0%
O=S(=O)(Nc1cccc(-c2nnco2)c1)c1ccc(F)cc1F | i | 10% | 4% | -3% | -2% | 0% | x | 11%[46 µM]
O=C(CN1C(=O)c2ccccc2C1=O)NCc1ccccn1 | i | 7% | 5% | -1% | -4% | 3% | -29% | -4%
CC(C)(C)NC(=O)CSc1nc(N)c(-c2ccccc2)c(=O)[nH]1 | 3% | 3% | -3% | 6% | -1% | 0% | x | -4%[46 µM]
O=C(Nc1ccc(F)cc1)c1cc(S(=O)(=O)N2CCCCC2)cs1 | i | 1% | 7% | 9% | 0% | 12% | -53%[inhibitor] | 3%
NS(=O)(=O)c1ccc(N/N=C/c2ccccc2Br)cc1 | i | 7% | 0% | -18% | -3% | -2% | 19% | 5%[46 µM]
CC(=O)c1ccc(NC(=O)C(Cc2ccccc2)n2cccc2)cc1 (configuration not stated) | -5% | x | -3% | -1% | 2% | 6% | x | x
Cc1ccc(N=Cc2cc(C)n(C3CCCC3)c2C)cc1 | -9% | 8.9µM* | -1% | 6% | -2% | -7% | 11% | 7%
O=C(O)CC(NC(=O)C(F)(F)F)c1ccc2c(c1)OCO2 (configuration not stated) | 13% | 8% | 2% | -12% | 8% | 14% | 4% | x
COc1cc(C)c(S(=O)(=O)NC2CC(C)(C)NC(C)(C)C2)cc1C | -1% | 8% | 9% | -6% | 1% | 3% | 9% | 13%
COc1ccc(C)cc1S(=O)(=O)N(C)CC(N)=O | -17% | 1% | -1% | -6% | -5% | 0% | 14% | -2%
CSc1cccc(NC(=O)c2ccc(Cl)nc2)c1 | -16% | 2% | -8% | 1% | 1% | 0% | 10% | 13%
Cc1cc(NC(=O)Cc2cccs2)nn1CC(=O)NCc1ccco1 | -12% | -2% | 0% | 7% | -1% | 0% | 37% | 4%
COC(=O)c1cc(CN2CCN(c3ccccc3C)CC2)ccc1O | -10% | u | -6% | u | -6% | -3% | 10% | -5%
CCCCC(=O)Nc1ccc(C(=O)NNC(=O)c2ccco2)cc1 | i | -6% | 3% | -28% | 1% | -2% | -2% | -1%
COc1ccccc1N1CCN(C(=O)c2cnn3cccnc23)CC1 | 4% | 14% | -11% | 6% | -1% | -2% | x | -16%
CC(=O)Nc1nc(C)nc(-c2ccccc2)c1C(C)=O | i | 9% | 3% | -20% | -2% | 3% | 0% | 2%
Other results
SMILES | RECQ1 helicase | ALDH1A1 inh | GoLoco inh red | KDM4E inh | TexasRed fluor | TRb-SRC2 inh | SMN2 splice up | Lamin A splicing
CCOC(=O)c1sc(NC(=O)CSc2nccc(C)n2)c(C#N)c1C | 19% | -1% | -12% | 1% | 1% | 6% | -20% | 2%
CC1CCN(c2ccccc2NC(=O)c2ccc(C#N)cc2F)CC1 | i | 19% | 15% | 1% | 1% | 0% | -40%[inhibitor] | x
Cc1ccc(NC(=O)CSCC(=O)O)c(C)c1 | -4% | 0% | -2% | 6% | -3% | 1% | 29% | -7%
COCCN1C(=O)c2ccccc2C(C(=O)N2CCN(c3ccccn3)CC2)C1c1ccc(F)cc1 (configuration not stated) | -2% | 0% | 0% | u | -6% | -2% | -15% | -5%
O=C1CCCN1CCC1CCN(C(=S)Nc2ccc(F)cc2)CC1 | -9% | 13% | -4% | 9% | 2% | 4% | -17% | 3%
O=C(NN=C1CCCCCCC1)C(=O)NC1CCCCC1 | -13% | 6% | 5% | 23% | 8% | -6% | -8% | 4%
Cc1nc2ccccn2c1C(=O)N/N=C/c1cc(C)n(-c2ccc(Cl)cc2)c1C | -6% | u | 9% | u | -3% | -1% | -63%[inhibitor] | -10%
O=[n+]1cc(-c2ccc(Cl)cc2)n([O-])c2c1CCCCC2 | -3% | -4% | 74%[activator] | 7% | -5% | 2% | 22% | u
CCOC(=O)c1c(NC(=S)NC(=O)/C=C/c2cccs2)sc(C)c1C | -5% | 3% | x | 3% | -7% | 2% | x | -13%
Cc1nn(C)cc1/C=N\NC(=O)c1ccc2c(c1)c(C)c(C)n2Cc1ccccc1 | -20% | -7% | 5% | u | -6% | 4% | -5% | 9%
CCOC(=O)C1(Cc2cccc(F)c2)CCN(C(=O)Cn2cnnn2)CC1 | -5% | x | 1% | -18% | -1% | 7% | x | x
